Screening results deposited in PubChem BioAssay by several laboratories.
TROY signal inh: inhibitors of TROY-dependent NF-kB signaling | inhibition, % at 10 µM | Q293 LMP1-TROYcd NF-kB luciferase reporter, 4 h | hit rate 0.98% among 360,000;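 active = compounds whose plate-normalised and pattern-corrected inhibition of the luciferase reporter signal at the single screening dose is 50% or more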
NR2F2 inh: inhibitors of human COUP-TFII (NR2F2) | HEK293T NGFI-A luciferase reporter, luminescence | hit rate 0.7% among 370,000 | P24468 | inhibition, % at 8.6 µM;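 active = inhibition above a per-plate cutoff, mean inhibition of test wells between control levels plus 3 SD, cut at about 38% in these data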;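 also: cells cotransfected with COUP-TFII expression vector driving the NGFI-A reporter; 0% = median of COUP-TF2 test wells and 100% = reporter-only cells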
Target sequence (P24468 whole entry, looked up): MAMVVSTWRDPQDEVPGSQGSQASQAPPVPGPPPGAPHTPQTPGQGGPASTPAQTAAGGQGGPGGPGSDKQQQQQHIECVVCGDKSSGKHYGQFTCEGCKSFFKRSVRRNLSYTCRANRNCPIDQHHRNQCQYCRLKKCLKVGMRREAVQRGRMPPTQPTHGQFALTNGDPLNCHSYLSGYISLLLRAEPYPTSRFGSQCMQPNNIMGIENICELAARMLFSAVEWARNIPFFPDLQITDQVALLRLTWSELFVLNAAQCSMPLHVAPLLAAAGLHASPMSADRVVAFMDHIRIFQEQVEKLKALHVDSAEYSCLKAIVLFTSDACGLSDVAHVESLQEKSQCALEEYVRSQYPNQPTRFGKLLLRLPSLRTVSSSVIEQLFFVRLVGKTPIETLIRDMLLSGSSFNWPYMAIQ
NCOA3 inh: human NCOA3 inhibition. Q9Y6Q9. HEK293 GAL4-SRC3 luciferase reporter, luminescence. inhibition, % at 3.6 µM. hit rate 0.17% among 360,000;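 active = inhibition above a per-campaign cutoff, the mean of all compounds plus 3 SD, cut at about 60% in these data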;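 also: 0% = DMSO-treated cells and 100% = gossypol-treated cells at 36 µM; higher means less SRC3-driven luciferase light from the GAL4 reporter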
SRC1 inh: inhibitors of human steroid receptor coactivator 1 (SRC1) | HEK293 GAL4-SRC1 luciferase reporter, luminescence | inhibition, % at 3.6 µM | hit rate 0.12% among 360,000 | AID 588354;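 active = inhibition above the campaign mean plus 3 SD, with each screening campaign given its own cutoff, cut at about 60% in these data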;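 also: 0% = DMSO treated cells and 100% = gossypol at 36 µM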
LRH-1 inv ag: inverse agonists of human LRH-1 (NR5A2) | inhibition, % at 3.6 µM | HEK293T StAR-luciferase reporter, LRH-1 transfected, 24 h | O00482 | hit rate 0.13% among 360,000;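 active = inhibition above the mean inhibition of all tested compounds plus 3 SD, cut at about 73% in these data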;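 also: 0% = DMSO wells and 100% = reporter-only cells lacking LRH-1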
Target sequence (O00482 whole entry, looked up): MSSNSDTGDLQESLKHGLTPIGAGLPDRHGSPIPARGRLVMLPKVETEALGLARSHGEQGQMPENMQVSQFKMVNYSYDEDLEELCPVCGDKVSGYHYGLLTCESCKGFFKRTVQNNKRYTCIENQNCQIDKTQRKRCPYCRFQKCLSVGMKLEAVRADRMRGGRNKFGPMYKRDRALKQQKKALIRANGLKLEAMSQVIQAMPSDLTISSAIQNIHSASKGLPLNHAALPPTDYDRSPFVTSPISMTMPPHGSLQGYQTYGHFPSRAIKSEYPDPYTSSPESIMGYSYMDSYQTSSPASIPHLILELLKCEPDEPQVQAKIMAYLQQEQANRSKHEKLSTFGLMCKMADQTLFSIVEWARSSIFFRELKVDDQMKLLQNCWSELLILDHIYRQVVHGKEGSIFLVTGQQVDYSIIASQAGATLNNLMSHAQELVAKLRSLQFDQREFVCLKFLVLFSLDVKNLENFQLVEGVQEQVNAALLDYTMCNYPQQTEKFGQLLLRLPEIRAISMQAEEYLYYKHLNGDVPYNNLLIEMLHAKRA
TRAIL sens C8: caspase-8 TRAIL sensitization | inhibition (viability loss, TRAIL sensitization), % at 10 µM | AID 624354 | NB7+C8 cells + TRAIL, ATPlite viability luminescence | hit rate 1% among 360,000;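 active = compounds causing at least 50% loss of cell viability in the single-dose screen, relative to plate controls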
CF NFkB inh: cystic fibrosis NF-kB activation inhibition; KKLEB NF-kB-GFP reporter, PAF-induced, GFP fluorescence overnight; inhibition, % at 5 µM; hit rate 0.86% among 360,000;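 active = at least 50% inhibition at 5 µM, scaled per plate between neutral and stimulator controls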;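 also: PAF is a Pseudomonas aeruginosa culture filtrate used as stimulus; plate controls were PAF-stimulated DMSO wells for no effect and unstimulated DMSO wells for full effect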
TWEAK-Fn14 inh: TWEAK-Fn14 signaling inhibition; TWEAK-stimulated Fn14 reporter cells, luciferase luminescence, 8 h; inhibition, % at 10 µM; hit rate 2% among 360,000; AID 1159606; in the data active = inhibition above about 50%
Shn3 3UTR inh: Schnurri-3 reporter inhibition in Clone20 osteoblasts | Clone20 osteoblast Shn3 3'UTR firefly luciferase, 24 h | inhibition, % at 12.5 µM | hit rate 0.52% among 360,000 | AID 588674;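 active = mean inhibition of at least 75% with every replicate also reaching 75%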;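 also: 0% = median of neutral control wells and 100% = pilot-screen positive control compound; some compounds past the cut are filed as inactive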
KKLEB tox: counter-screen for CF NF-kB inhibitors: cytotoxicity | AID 602141 | KKLEB CF airway cells viability, ATPlite luminescence, overnight; active compounds read low; cells stimulated with P. aeruginosa culture filtrate | activity change (cytotoxicity), % at 5 µM | hit rate 0.36% among 360,000;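 active = corrected activity change at or below -50% at 5 µM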
EBV LMP1 NFkB: Epstein-Barr LMP1 NF-kappaB reporter inhibition. LMP1-induced NF-kappaB luciferase reporter cells, luminescence. hit rate 0.69% among 350,000. AID 504558. inhibition, % at 12.5 µM; in the data active = inhibition above about 41%;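 also: 0% = neutral control wells and 100% = reference inhibitor control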
* marks the source's active call; other numbers are inactive results; / = not tested or not shown. These rows are one share of the data; the hit share may differ from the screen's.

Abbreviations: A = TROY signal inh; B = NR2F2 inh; C = NCOA3 inh; D = SRC1 inh; E = LRH-1 inv ag; F = TRAIL sens C8; G = CF NFkB inh; H = TWEAK-Fn14 inh; I = Shn3 3UTR inh; J = KKLEB tox; K = EBV LMP1 NFkB
> Cc1nn(C(=O)CCC(=O)NCCc2ccccc2)c2ccccc12
  A: -15	B: -1	C: 0	D: 11	E: 10	F: -11	G: -11	H: -6	I: -5	J: 11	K: -3

> Cc1ccc(N2CCN(S(=O)(=O)N(C)C)CC2)cc1Cl
  A: -16	B: 1	C: -1	D: -1	E: 3	F: 1	G: 9	H: -23	I: -1	J: 6	K: 7

> COc1ccc(CCNC(=O)c2cc(CC(C)C)on2)cc1OC
  A: -5	B: 7	C: -10	D: 7	E: 2	F: -14	G: 4	H: 15	I: 4	J: 15	K: 10

> CC(C)(C)C(=O)NNC(=O)c1cnccn1
  A: 4	B: 8	C: 12	D: -10	E: 10	F: 1	G: -17	H: -8	I: 16	J: 8	K: -2

> CCOC(=O)n1c(=O)n(Cc2cccc(F)c2)c2ccccc21
  A: -21	B: -31	C: 0	D: -4	E: -12	F: 4	G: 18	H: 1	I: 4	J: -2	K: -6

> CCOc1ccccc1/C=N/NC(=O)c1nnn(-c2nonc2N)c1CN1CCC(C)CC1
  A: -48	B: 5	C: 5	D: -1	E: -18	F: -1	G: -14	H: -34	I: 6	J: 11	K: -3

> CC1(C)CC(=O)CC(C)(C)N1OC(=O)c1ccco1
  A: -2	B: 4	C: -14	D: -13	E: -8	F: -1	G: -3	H: 4	I: 12	J: 3	K: -2

> CCN(Cc1nc2cc(Cl)ccc2c(=O)[nH]1)C(=O)c1cccc(OCc2c(C)noc2C)c1
  A: 12	B: 5	C: 11	D: -12	E: -14	F: -6	G: -11	H: 1	I: 9	J: -4	K: 2

> COc1ccc(/C=C/C(=O)Nc2cccc(C(C)=O)c2)cc1
  A: -73	B: -37	C: -34	D: -70	E: -63	F: 42	G: -23	H: -15	I: -57	J: 8	K: -10

> Cn1ccnc1SCC(=O)c1ccc2ccccc2c1
  A: -45	B: -16	C: -76	D: -87	E: -96	F: 2	G: 1	H: 17	I: -99	J: 2	K: -1

> O=[N+]([O-])c1cc(S(=O)(=O)Nc2ccccc2)ccc1N1CCN(c2ccccc2)CC1
  A: 18	B: 6	C: 11	D: 0	E: -7	F: 10	G: 2	H: 43	I: 38	J: 13	K: -1

> O=C(Nc1ccccc1)C1=C[C@@H](C2CCCCC2)C[C@@H](OCc2ccc(CO)cc2)O1
  A: 73*	B: -39	C: -80	D: -31	E: -47	F: 13	G: 24	H: 57*	I: 2	J: -2	K: 25

> CC(C)(C)c1ccc(C(=O)Nc2nonc2-c2nc3ccccc3[nH]2)cc1
  A: 4	B: 10	C: 4	D: -1	E: 11	F: 0	G: -2	H: -13	I: 9	J: -1	K: -2

> Nc1nc(N)nc(-c2cccc(Br)c2)n1
  A: -40	B: -26	C: -61	D: -67	E: -87	F: -14	G: 12	H: -9	I: -45	J: 2	K: 5

> Cc1nn(-c2ccc(N3CCCCC3)nn2)c(C)c1CCC(=O)Nc1cccc(F)c1
  A: -10	B: -40	C: -57	D: -68	E: -89	F: 36	G: 10	H: -12	I: -95	J: -5	K: -29

> O=C(CNS(=O)(=O)c1cccc2nsnc12)NCCc1ccccc1
  A: -1	B: 5	C: 19	D: 15	E: -13	F: 1	G: -12	H: 2	I: -59	J: 14	K: -4

> c1cc2c(c(CC3CO3)c1CC1CO1)OCCOCCOCCOCCO2 (stereo not drawn)
  A: -4	B: -10	C: -11	D: -28	E: -16	F: -7	G: -9	H: 1	I: 0	J: -3	K: -8

> COc1cc(/C=N/NC(=O)NC23CC4CC(CC(C4)C2)C3)ccc1O
  A: 21	B: -3	C: -7	D: 2	E: -32	F: 1	G: 30	H: 0	I: 6	J: -20	K: 18

> Cc1c(Cl)cccc1NC(=O)c1cc(-c2ccco2)on1
  A: -9	B: -14	C: -47	D: -4	E: -61	F: 8	G: 16	H: -46	I: -31	J: 0	K: -2

> O=c1n(Cc2ccccc2Cl)c2sc3c(c2c2ncnn12)CCCC3
  A: 10	B: -6	C: -30	D: -2	E: 7	F: -10	G: 19	H: -5	I: 6	J: -11	K: 8

> CC1CCN(C(=O)CSc2nnc3c(n2)[nH]c2ccccc23)CC1
  A: 10	B: 9	C: 9	D: 6	E: -1	F: 19	G: -4	H: 32	I: 7	J: -3	K: 2

> O=C(/C=C/c1ccc(O)cc1)c1ccc(NC2=C(N3CCCCC3)C(=O)c3ccccc3C2=O)cc1
  A: 5	B: 11	C: 42	D: 26	E: 76*	F: 29	G: 55*	H: 53*	I: -15	J: -15	K: 43*

> N#CC1(NC(=O)COc2cc(F)ccc2[N+](=O)[O-])CCCCC1
  A: 19	B: 10	C: -5	D: -4	E: 1	F: 7	G: -8	H: 5	I: 3	J: -3	K: -2

> CCCCCn1c(CNC(=O)CCC)nc2ccccc21
  A: -4	B: -15	C: -22	D: 11	E: 8	F: 9	G: -17	H: 13	I: -19	J: 16	K: 6

> Cc1ccc(C(=O)Nc2nc(COc3ccccc3)cs2)s1
  A: 15	B: 2	C: -1	D: -4	E: -4	F: 1	G: 8	H: 36	I: 3	J: -12	K: -22

Single records, from the list above:
N#CC1(NC(=O)COc2cc(F)ccc2[N+](=O)[O-])CCCCC1 across the screens: TROY signal inh = 19; NR2F2 inh = 10; NCOA3 inh = -5; SRC1 inh = -4; LRH-1 inv ag = 1; TRAIL sens C8 = 7; CF NFkB inh = -8; TWEAK-Fn14 inh = 5; Shn3 3UTR inh = 3; KKLEB tox = -3; EBV LMP1 NFkB = -2
Cc1nn(-c2ccc(N3CCCCC3)nn2)c(C)c1CCC(=O)Nc1cccc(F)c1 across the screens: TROY signal inh = -10; NR2F2 inh = -40; NCOA3 inh = -57; SRC1 inh = -68; LRH-1 inv ag = -89; TRAIL sens C8 = 36; CF NFkB inh = 10; TWEAK-Fn14 inh = -12; Shn3 3UTR inh = -95; KKLEB tox = -5; EBV LMP1 NFkB = -29

More entries.
Abbreviations: A = TROY signal inh; B = NR2F2 inh; C = NCOA3 inh; D = SRC1 inh; E = LRH-1 inv ag; F = TRAIL sens C8; G = CF NFkB inh; H = TWEAK-Fn14 inh; I = Shn3 3UTR inh; J = KKLEB tox; K = EBV LMP1 NFkB
> Cc1ccc(NC(=O)c2cc3ccccc3o2)cc1S(=O)(=O)N(C)C
  A: -9	B: -52	C: -78	D: -105	E: -143	F: 67*	G: 1	H: 40	I: -9	J: -35	K: -28

> COc1ccc(-c2nc(C(F)(F)F)c(OC)o2)cc1OC
  A: 0	B: -4	C: 7	D: 1	E: 11	F: 13	G: 5	H: -5	I: 0	J: -4	K: -33

> O=[N+]([O-])c1cccc(C2Nc3ccccc3CO2)c1 (stereo not drawn)
  A: -3	B: -6	C: -6	D: -2	E: -9	F: -10	G: 9	H: -9	I: -17	J: 10	K: -2

> Cc1cc(C(=O)OCC(=O)N(C)C2CCS(=O)(=O)C2)c(C)n1-c1ccccc1 (stereo not drawn)
  A: 6	B: 0	C: 0	D: -20	E: -1	F: 3	G: -3	H: 5	I: -24	J: 10	K: -19

> COc1ccc(-c2nnc(SCC(=O)N3CCCc4ccccc43)o2)cc1OC
  A: -9	B: -4	C: 24	D: 7	E: -1	F: 7	G: 4	H: 32	I: 61	J: -7	K: 0

> Cc1cn(C)c(=O)n(C)c1=O
  A: 2	B: 0	C: -15	D: 12	E: 6	F: -5	G: -12	H: 14	I: -5	J: 6	K: -8

> O=C1CC(Nc2ccccc2)C(=O)N1c1ccc(N2CCOCC2)cc1 (stereo not drawn)
  A: -7	B: 8	C: 11	D: 1	E: 2	F: -5	G: 2	H: -8	I: -7	J: 7	K: -6

> Clc1ccc2nc(CSCc3ccccc3)cn2c1
  A: -5	B: -36	C: -70	D: -87	E: -105	F: 10	G: -13	H: -17	I: 11	J: -9	K: -33

> CCOC(=O)c1cc(-c2ccc(C)o2)nn1CCC#N
  A: -6	B: -7	C: 5	D: -9	E: -15	F: -17	G: 5	H: 1	I: 3	J: -5	K: -16

> CC(C)c1ccc(C(=O)CSc2n[nH]c(-c3ccncc3)n2)cc1
  A: 23	B: -5	C: 1	D: -1	E: 6	F: 19	G: 5	H: -4	I: -15	J: -1	K: -3

> CCOc1cc(S(=O)(=O)n2c(C)nc3ccccc32)ccc1F
  A: 0	B: -22	C: 7	D: 3	E: 7	F: -14	G: 6	H: -2	I: 11	J: 0	K: -4

> CCOC(=O)C1CCN(C(=O)/C=C/c2cc(OC)c(OC)c(OC)c2)CC1
  A: 8	B: -12	C: 18	D: 4	E: 13	F: 1	G: -1	H: -18	I: 5	J: 4	K: 9

> CC(C)(C)NC(=O)C(c1ccncc1)N(Cc1cccs1)C(=O)c1csnn1 (stereo not drawn)
  A: 16	B: 4	C: 14	D: 4	E: -4	F: 8	G: 8	H: 8	I: 13	J: -2	K: -10

> CC(=O)Nc1cccc(-c2ccnc3c2CC(C(=O)Nc2cccnc2)O3)c1 (stereo not drawn)
  A: -2	B: 1	C: -12	D: 9	E: -9	F: -16	G: -73	H: -14	I: -2	J: 0	K: /

> CC1NC(=S)N(Cc2ccccc2)C1=O (stereo not drawn)
  A: 15	B: 0	C: 5	D: 0	E: 12	F: 1	G: 13	H: 7	I: 8	J: 11	K: 2

> Cc1ccc2nc(C(=O)N3CCc4c([nH]c5ccccc45)C3c3ccccn3)cn2c1 (stereo not drawn)
  A: 14	B: 1	C: 8	D: -17	E: 12	F: -7	G: -6	H: 12	I: 17	J: 8	K: -10

> CCOC(=O)Cc1nnc(NC(=O)CSc2nnc3c4ccccc4n(C(C)C)c3n2)s1
  A: 4	B: -2	C: 11	D: -1	E: 9	F: 0	G: 3	H: -20	I: -6	J: 3	K: 12

> Cc1cc(N2CCN(Cc3ccc4c(c3)OCO4)CC2)n2ncnc2n1
  A: 9	B: 14	C: 7	D: -32	E: -2	F: -18	G: -16	H: -8	I: 1	J: -9	K: 1

> O=C(NCc1ccccc1Cl)c1cccc2c1C(=O)c1ccc(-c3ccc(OC(F)(F)F)cc3)cc1S2(=O)=O
  A: -8	B: /	C: -5	D: 9	E: -15	F: 54*	G: 40	H: -139	I: 47	J: -33	K: -2
